MT1-MMP act inh – MT1-MMP (human) activation inhibition; P50281; HT1080 RFP-PRO-GFP cells, GFP/RFP ratio fluorescence, overnight; percent of plate control window, DMSO zero; GFP/RFP ratio change, % at 20 µM; 360,000 compounds, 0.061% hits; AID 651647;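 active = GFP/RFP ratio change of at least 30% with cell ATP level not reduced by more than half and red fluorescence within 50% of control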; note: strong numbers were not always called active
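Assay system: RFP-PRO-GFP reporter HT1080 cells; read-out basis: GFP/RFP fluorescence ratio; benchmarks: DMSO wells and RFP-L50D-GFP cells; doses: 20 µM single dose, 1% DMSO; schedule: overnight cell settling, then overnight compound exposure, 37 °C, 5% CO2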
bovine MsrA act – bovine methionine sulfoxide reductase A activation; 360,000 compounds, 0.3% hits; AID 602163; purified bovine MsrA, absorbance read-out; activation, % at 10.6 µM; in the data active = activation above about 7.5%;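 note: 0% = vehicle and 100% = reference activator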
eLon inh – E. coli protease La inhibition. P0A9M0. purified E. coli Lon protease, fluorescence polarization. inhibition, % at 7.94 µM. 360,000 compounds, 0.42% hits. AID 602123; in the data active = inhibition above about 13%, passing the limit was not always enough;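 note: 0% = enzyme with probe and DMSO and 100% = no enzyme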
FAS-TE inh – inhibitors of human fatty acid synthase thioesterase domain. recombinant FAS-TE, OMFH fluorogenic substrate, fluorescence endpoint. inhibition, % at 15 µM. 360,000 compounds, 0.67% hits;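 active = compounds whose normalised, plate-corrected inhibition of enzyme fluorescence in the single-dose primary screen is 50% or more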;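 note: 0% = DMSO with enzyme and 100% = substrate without enzyme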
Rpn11 block – blocks the human proteasome subunit Rpn11; O00487; human 26S proteasome, Ub4-pepOG fluorescence polarization; 20S core pre-blocked with epoxomicin; calls only at 20 µM; 360,000 compounds, 0.59% hits; AID 588493;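 active = inhibition at 20 µM, scaled to each plate's controls, above about 33%, limit read from the data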
Target sequence (O00487 whole entry, looked up): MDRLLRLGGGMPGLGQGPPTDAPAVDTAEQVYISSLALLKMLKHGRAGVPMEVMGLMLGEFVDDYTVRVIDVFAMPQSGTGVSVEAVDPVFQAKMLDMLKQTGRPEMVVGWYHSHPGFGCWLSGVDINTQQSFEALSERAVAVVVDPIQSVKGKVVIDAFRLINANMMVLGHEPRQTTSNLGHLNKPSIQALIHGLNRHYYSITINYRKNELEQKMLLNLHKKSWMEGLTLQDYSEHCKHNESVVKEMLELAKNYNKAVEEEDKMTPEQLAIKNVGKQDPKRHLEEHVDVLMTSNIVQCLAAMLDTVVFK
Rin1 Abl inh – human Rin1-Abl interaction inhibition | AID 588664 | TR-FRET Rin1/Abl binding, biochemical | 360,000 compounds, 0.4% hits | inhibition, % at 7.35 µM | P00519+Q13671; in the data active = inhibition above about 5%, passing the limit was not always enough
CSN inh – blocks human CSN-mediated cullin deneddylation; Q92905; Purified CSN, SCF-Nedd8-OG deneddylation, fluorescence polarization; inhibition, % at 12.5 µM; 360,000 compounds, 0.38% hits;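 active = pattern-corrected inhibition above about 35%, with an unprinted fluorescence ratio check between 0.5 and 1.5, limit read from the data, passing the limit was not always enough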;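 note: 0% = enzyme with substrate and 100% = substrate without enzyme; some results filed as inactive read as strong as hits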
Target sequence (Q92905 whole entry, looked up, one chain of several): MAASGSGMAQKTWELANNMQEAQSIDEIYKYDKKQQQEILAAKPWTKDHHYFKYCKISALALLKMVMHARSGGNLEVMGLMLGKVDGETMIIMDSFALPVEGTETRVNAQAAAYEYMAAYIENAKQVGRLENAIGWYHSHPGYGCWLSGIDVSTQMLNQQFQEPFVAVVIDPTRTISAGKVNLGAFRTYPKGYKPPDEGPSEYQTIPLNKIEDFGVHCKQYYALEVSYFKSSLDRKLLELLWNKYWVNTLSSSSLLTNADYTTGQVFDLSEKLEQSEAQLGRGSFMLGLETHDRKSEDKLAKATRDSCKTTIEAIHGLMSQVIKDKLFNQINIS
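Test system: Human Csn5 produced in HEK293T cells | Compound: 12.5 µM single point | Times: 90 min, room temperature | Signal: Fluorescence polarization readout | Read-out basis: % inhibition of substrate cleavage by Csn5 | Controls: no-enzyme wells high, enzyme-with-substrate wells low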
MsrA inh – inhibitors of bovine MsrA | purified bovine MsrA, absorbance read-out | inhibition, % at 15.5 µM | 360,000 compounds, 0.75% hits | AID 651718; in the data active = inhibition above about 4.5%;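 note: 0% = vehicle wells with enzyme and 100% = reference inhibitor wells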
PABP1 MLLE inh – inhibitors of microRNA-mediated deadenylation, human PABP1 MLLE binding; inhibition, % at 20 µM; 360,000 compounds, 0.36% hits; P11940; GST-MLLE / FITC-PAM2 fluorescence polarization; in the data active = inhibition above about 35%, passing the limit was not always enough;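 note: plate controls were DMSO wells with GST-MLLE for no effect and wells lacking GST-MLLE protein for full effect; some results filed as inactive read as strong as hits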
Starred values were filed as active, the others as inactive; i = inactive; / = not tested or not shown.

The opening two compounds, ahead of the listing:
mol	MT1-MMP act inh	bovine MsrA act	eLon inh	FAS-TE inh	Rpn11 block	Rin1 Abl inh	CSN inh	MsrA inh	PABP1 MLLE inh
CCN(CC)c1nc(N)nc(NS(=O)(=O)c2ccc(Cl)cc2)n1	-1.3	-0.4	-7.4	-8.2	i	-3.4	-3.6	0.5	2.3
Cc1nc2ccccc2nc1CN1CCC(CO)(CC2CCCCO2)CC1 (configuration not stated)	1.8	-1.6	-2.7	-8.4	i	-0.3	2.9	-0.9	2.7

Results, from the start:
mol	MT1-MMP act inh	bovine MsrA act	eLon inh	FAS-TE inh	Rpn11 block	Rin1 Abl inh	CSN inh	MsrA inh	PABP1 MLLE inh
CCN(CC)c1nc(N)nc(NS(=O)(=O)c2ccc(Cl)cc2)n1	-1.3	-0.4	-7.4	-8.2	i	-3.4	-3.6	0.5	2.3
Cc1nc2ccccc2nc1CN1CCC(CO)(CC2CCCCO2)CC1 (configuration not stated)	1.8	-1.6	-2.7	-8.4	i	-0.3	2.9	-0.9	2.7
CCOC(=O)c1c(NC(=O)C2C3C=CC(C3)C2C(=O)O)sc2c1CC(C)CC2 (configuration not stated)	4.0	-0.5	-3.5	-0.3	i	1.4	-7.8	2.7	-1.7
CSCCC(NC(=O)c1cccc([N+](=O)[O-])c1)C(=O)O (configuration not stated)	3.2	-5.7	7.2	-5.5	i	-0.4	-18.9	-0.5	14.7
O=C(CCCn1c(=S)[nH]c2ccsc2c1=O)Nc1ccc2c(c1)OCCO2	-0.4	-0.6	-9.0	1.1	i	0.0	-1.0	1.1	9.2
CCOC(=O)c1sc2nc(N3CCOCC3)c3c(c2c1N)CCC3	4.4	-1.3	3.6	27.2	i	0.3	-2.5	3.2	4.3
COC(=O)c1c(NC(=O)CN2CCC3(O)CCCCC3C2c2cc(OC)ccc2OC)sc(C)c1C (configuration not stated)	-14.0	-8.2	-2.8	48.6	i	-1.9	-15.0	0.4	7.9
COc1ccccc1[C@@H]1C(c2cccc(Cl)c2)=NN(c2ccccc2)[C@H]1C(=O)N1CCOC1=O	-2.4	-3.0	8.6	91.0*	i	-1.5	-3.2	/	8.0
O=C(Cc1ccccc1)Nc1ccc(NC(=O)c2cccc(Cl)c2)cc1	1.9	-3.1	-10.6	-5.3	i	1.3	-2.6	-0.3	15.4
O=C(Nc1ccc(CN2CCOCC2)cc1)c1cc(Br)ccc1Cl	5.9	-2.6	5.5	-4.8	i	-0.3	-1.7	-0.1	7.1
CCN(CC)C(=O)CSc1nc2c(sc(=S)n2CC)c(=O)n1-c1ccccc1	12.0	-4.0	-11.9	9.9	i	-4.1	7.1	2.6	8.0
O=C(NCc1ccccc1)C(=O)NCC1OCCN1S(=O)(=O)c1cccs1 (configuration not stated)	4.1	-2.5	-5.5	-2.0	i	1.3	-3.1	0.8	-3.5
O=C(NCCCNC(=O)c1c(Cl)cccc1Cl)c1c(Cl)cccc1Cl	1.5	-0.2	-2.3	-2.1	i	-4.7	1.0	-0.9	-5.1
COc1ccc(NC(=O)c2ccc([N+](=O)[O-])s2)c([N+](=O)[O-])c1	-6.3	0.2	5.9	0.7	i	2.8	5.9	1.3	-16.7
Cc1cccc(N=Nc2c(O)[nH]c3ccc(F)cc23)c1	-31.2	-3.1	-66.5	-23.9	i	0.9	78.7	0.0	-46.0
COc1ccc(OC)c(C2C(C(C)=O)=C(O)C(=O)N2c2ccc(F)cc2)c1 (configuration not stated)	-0.1	-12.1	0.1	-8.1	i	0.3	-2.0	2.7	-7.4
COc1cccc(C(=O)NCCS(=O)(=O)N2CCN(c3ccccc3)CC2)c1OC	-6.2	-10.2	12.4	-2.9	i	3.8	-3.3	0.0	-14.9
c1cnc(NCCNc2ncccn2)nc1	1.7	0.6	0.4	-3.5	i	2.5	0.8	2.5	-5.0
C=CC[C@H](CC(=O)N(CCO)Cc1ccccc1)C(=O)N[C@H](COC(=O)[C@@H](CC=C)CC(=O)OC(C)(C)C)Cc1c[nH]c2ccccc12	-2.4	-2.4	1.5	8.8	i	0.4	-0.8	-1.1	-8.4
CC(=O)N1CN(S(=O)(=O)c2ccc(C)cc2)CC1C (configuration not stated)	0.5	-2.4	-22.8	-6.5	i	-1.8	-0.1	0.3	11.4
O=[N+]([O-])c1cccc2ccc(/C=C/c3ccc(F)cc3)nc12	2.8	-1.2	4.6	33.7	i	-3.0	-4.0	0.8	8.8
O=C(NC1CCCCC1)c1cc(C2CC2)on1	-3.2	-3.8	3.6	-7.7	i	-1.7	-4.7	-1.3	-8.1
Cc1ccc(Cl)cc1-c1cc(C(=O)NCC2CCCCC2)[nH]n1	-2.3	0.4	-3.3	9.8	i	-0.8	-2.4	-0.2	-1.0
COc1cccc(NC(=O)CN(C)C(=O)/C=C/c2cn(-c3ccccc3)nc2-c2ccc(C)cc2)c1	-3.5	-5.3	11.1	34.4	i	0.1	-4.1	3.1	-3.2
CC(C)CCN1CCN(Cc2ccc(C#CCCO)cc2)CC1CCO (configuration not stated)	-0.4	-1.3	-4.9	-6.1	i	-0.1	-3.4	1.6	-7.2
CCN(C(=O)Cn1cnc2c1c(=O)n(C)c(=O)n2C)C1CCS(=O)(=O)C1 (configuration not stated)	-0.7	-3.4	4.8	-9.7	i	2.0	-2.5	0.1	5.1
Cc1ccccc1-n1c(SCC(=O)N2CCN(c3ccccc3)CC2)nnc1-c1ccncc1	-2.5	-0.7	-0.4	-1.8	i	-1.4	0.0	-0.7	-16.7
COc1ccccc1CNC(=O)c1cc(-c2cccnc2)nc2ccccc12	-1.0	-2.7	-15.1	2.0	i	-1.4	7.7	1.4	0.5
CCCCC(CCC(=O)Nc1ccccc1C(=O)OCC)C(=O)O (configuration not stated)	-0.2	-4.4	-1.9	-10.6	i	-1.3	1.8	-0.2	-3.9
N=c1c(S(=O)(=O)c2ccccc2)cc2c(=O)n3ccccc3nc2n1Cc1ccco1	-6.5	-3.5	-17.4	8.6	i	-3.1	26.1	-1.1	-13.2
O=C(O)c1ccc(NS(=O)(=O)c2cccc(C(=O)Nc3cccc(C(=O)O)c3)c2)cc1	-1.5	-3.1	-3.1	-4.5	i	2.5	-4.0	0.4	4.3
CC(C(=O)N1CCN(C)CC1)N1C(=O)c2ccccc2C1=O (configuration not stated)	4.1	-3.5	-4.4	-9.5	i	-1.6	-9.2	-0.7	-1.4
COc1ccc(N2CCN(C(=O)c3ccc4c(c3)CCN4S(C)(=O)=O)CC2)cc1	2.9	-2.1	-1.5	-6.7	i	3.9	4.0	1.8	4.3
CCOC(=O)C1CCN(C(=O)C2CCC(=O)N(CC3CCCCC3)C2)CC1 (configuration not stated)	2.9	-2.8	6.2	-3.7	i	-7.5	1.8	1.6	7.0
CC(=O)c1c(C)[nH]c(C(=O)NC2=NCCS2)c1C	2.9	-3.9	-1.8	-5.6	i	0.0	4.4	2.1	1.1
CCOc1ccc(OCc2ccc(C(=O)NC(C)C)o2)cc1	5.8	-8.0	10.1	-1.7	i	3.9	0.6	-0.8	16.2
CCOC(=O)C(C)(C)N(Cc1ccc(C)cc1)S(=O)(=O)c1ccc(Cl)c([N+](=O)[O-])c1	-1.2	-7.7	6.8	40.6	i	2.8	-4.6	0.9	-3.8
O=C(Cn1nnc2ccccc21)c1ccc(Br)cc1	-8.8	-2.9	-2.7	5.9	i	1.3	0.6	-1.1	-6.7
Cc1cc(NC(=O)COc2ccc3ccccc3c2Br)no1	0.6	-0.3	12.7	-2.9	i	-208.4	2.4	0.3	-13.8
Oc1sc(C=Nc2ccc(F)cc2)c2ccccc12	-33.5	-0.9	-66.9	-1.5	/	-2.0	11.5	0.6	-30.7
COc1cccc(OC)c1C(=O)NC(=S)Nc1ccc(S(=O)(=O)Nc2nccs2)cc1	6.3	-9.3	-1.4	-12.4	i	0.8	-2.7	0.2	21.7
Cc1onc(-c2ccccc2)c1-c1csc(N/N=C/c2ccccc2)n1	1.2	1.1	-5.0	20.9	i	-3.1	6.7	0.4	-0.1
CC(C)C[C@@]12C(=O)N(c3cccc(Br)c3)C(=O)N1[C@H](c1ccc(Cl)cc1)[C@@H]1C(=O)N(C3CCCCC3)C(=O)[C@@H]12	/	0.2	2.9	91.8*	i	1.1	-1.2	-0.7	-0.2
COCCn1c(SCC(=O)Nc2nnc(C)s2)nnc1-c1c[nH]c2ccccc12	3.0	-3.6	-8.4	-8.5	i	-2.8	3.1	/	-12.2
CSc1ncc(Cl)c(C(=O)Nc2cccc(Cl)c2)n1	-0.7	-2.1	-9.2	11.0	i	3.7	0.9	-0.1	-3.1
O=C(COc1ccccc1)N1CCN(S(=O)(=O)c2cccs2)CC1	4.7	-10.6	-4.2	-4.7	i	5.4	-4.1	-0.3	-3.7
O=C(Nc1cccnc1)c1cccc([N+](=O)[O-])c1	-1.0	-1.9	1.6	0.0	i	-1.9	-0.7	0.1	-5.9
Cn1nnc(NC(=O)CSc2nnnn2-c2ccc(F)cc2)n1	8.9	-1.5	2.7	-4.3	i	-3.1	-3.8	0.6	-1.6
O=C(O)c1cc(NC(=O)C2CCCO2)cc(C(=O)O)c1 (configuration not stated)	-7.5	-3.2	-6.2	-2.8	i	0.6	3.5	-0.6	-4.0
COc1ccc(NC(=O)C2CCN(c3cc(C)nc(-c4ccccc4)n3)CC2)cc1	0.3	-1.9	5.0	12.0	i	1.3	1.8	0.3	-7.9
Cc1cc(NC(=O)c2ccccc2-c2ccccc2C(=O)O)no1	-0.1	-7.1	-5.6	-8.6	i	-3.0	-6.9	0.3	9.3
COCc1ccc(C(=O)N2CCCC(C(=O)c3ccc(Cl)cc3C)C2)o1 (configuration not stated)	-0.1	-8.1	-1.8	1.8	i	5.3	1.6	-0.7	3.2
COC(=O)CN1C(=O)[C@H]2[C@@H](c3ccc(C)o3)N3C(=O)CN(Cc4ccc(-c5ccccc5)cc4)C(=O)[C@@]3(C)[C@H]2C1=O	-1.1	2.7	2.2	-1.2	i	1.1	1.0	-1.2	0.1
C/C(=C\C(=O)c1ccc(C)o1)Nc1ccc(C(=O)O)cc1C	0.9	-0.9	-11.6	-7.8	i	6.1	4.0	1.2	-57.4

Screening data from PubChem BioAssay.
